Compound activity from PubChem.
NS5 inhibitors = Dengue-2 NS5 methyltransferase inhibitors, primary screen, biochemical, confirmation dose response (AID 588689); Dengue-2 NS5 methyltransferase capping enzyme assay, biochemical; higher % means a stronger effect; one-dose inhibition, % at 25 µM; IC50 in µM for titrated hits; hit rate 0.3% among 340,000; in the data active = a potency from the dose series; inconclusive = inhibition above about 29% without an active follow-up result
PhoP inhibition = PhoP-dependent GFP reporter repression – Salmonella Typhimurium, primary screen (AID 1863). S. Typhimurium PhoP-regulated promoter GFP reporter, 4 h; higher % means a stronger effect. one-dose inhibition, % at 50 µM; IC50 in µM for titrated hits. hit rate 0.16% among 300,000;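 active = inhibition over 29.93%, a cutoff 3 SD above the screen mean, later confirmed by dose response; inconclusive = inhibition over 29.93% but no dose response follow-up; inactive = inhibition at most 29.93% or unconfirmed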;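 also: 0% = low Mg2+ inducing control and 100% = high Mg2+ repressing control; strong numbers were not always called active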
RSV antiviral HEp-2 = inhibition of RSV-induced cytopathic effect – HEp-2 cells, primary 10 µM value included (AID 2391) | HEp-2 cells, RSV-induced CPE inhibition; higher % means a stronger effect | hit rate 0.13% among 310,000 | CPE inhibition, % at 10 µM, or IC50 in µM where a hit was titrated; in the data active = a potency from the dose series; inconclusive = CPE inhibition mostly from about 23% at the one dose, without a potency; inactive = the rest, 99 in 100 with CPE inhibition below about 21%; also: strong numbers were not always called active
K1F lysis inhibition = inhibition of K1F phage lysis, E. coli UTI89, bacterial capsule biogenesis inhibitors, alamar blue (AID 488966) | one-dose inhibition, % at 100 µM; IC50 in µM for titrated hits | hit rate 0.02% among 340,000 | E. coli UTI89 K1F phage lysis, alamar blue, 2 h; higher % means a stronger effect;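 active = phage lysis inhibition, versus mean bacterial control, above a set limit; inconclusive = no clear call, values can overlap the other calls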;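 also: capsule biogenesis inhibitors block K1F phage lysis so surviving cells raise fluorescence; higher fluorescence means more inhibition of phage lysis; actives were called in the ten point dose series up to 300 µM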
GPR35 arrestin U2OS = inhibition of zaprinast-stimulated GPR35 beta-arrestin translocation – imaging, U2OS, beta-arrestin-GFP, zaprinast agonist, primary screen (AID 2058); U2OS GPR35 beta-arrestin-GFP translocation imaging, zaprinast antagonism; higher % means a stronger effect; one-dose inhibition, % at 10 µM; IC50 in µM for titrated hits; hit rate 0.052% among 290,000;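 active = inhibition of at least 50% with at least 30 cells and total cytoplasm GFP at most 10,000,000; inconclusive = under 30 cells or total GFP of 10,000,000 plus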
Large T inhibition = TAg ATPase/helicase activity blockers – biochemical (AID 1903) | SV40 large T antigen ATPase/helicase inhibition assay; higher % means a stronger effect | hit rate 0.39% among 310,000 | inhibition, % at 20 µM; hits with a dose series show IC50 in µM; in the data active = a potency from the dose series; inconclusive = inhibition mostly from about 32% at the one dose, without a potency; inactive = the rest, 99 in 100 with inhibition below about 32%; also: strong numbers were not always called active
HIV peptide binding = cell-free HIV fusion peptide-binding blockers – biochemical, uHTS, fluorescence dequenching, primary screen (AID 1986). hit rate 0.3% among 290,000. cell-free peptide binding, fluorescence dequenching, 30 min; higher % means a stronger effect. inhibition, % at 20 µM, or IC50 in µM where a hit was titrated; in the data active = inhibition mostly above about 52%, no sharp cut-off; inactive = mostly below about 76%; also: some results filed as inactive read as strong as hits
MgcRacGAP inhibition = MgcRacGAP GTPase-activating activity inhibitors, confirmation, biochemical, ADP Hunter fluorescence. inhibition, % at 30 µM; hits with a dose series show IC50 in µM. MgcRacGAP-stimulated Rac1 GTP hydrolysis, ADP Hunter fluorescence; higher % means a stronger effect; GST-tagged Rac1 F28L mutant substrate. AID 624330. hit rate 0.6% among 340,000;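 active = first-screen hits whose inhibition reached a set limit at any dose in the follow-up dose series; inconclusive = inhibition above the set first-screen limit but never retested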;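 also: fluorescence reports GDP produced by GAP-driven GTP hydrolysis; strong numbers were not always called active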
GPR55 LPI antagonism = inhibition of LPI-stimulated GPR55 beta-arrestin translocation – imaging, U2OS, beta-arrestin-GFP, LPI agonist, primary screen (AID 2013); U2OS GPR55 beta-arrestin-GFP translocation imaging, LPI antagonism; higher % means a stronger effect; one-dose inhibition, % at 10 µM; IC50 in µM for titrated hits; hit rate 0.13% among 290,000;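 active = spots per cell inhibited over 60%, with over 100 cells counted and total cytoplasm intensity under 500,000; inconclusive = wells with under 100 cells, flagged as likely toxic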;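 also: U2OS cells stably carrying GPR55 and arrestin-GFP stimulated by 5 µM LPI near EC80; imaged beta-arrestin-GFP aggregate spots per cell after agonist stimulation; plate controls were LPI-stimulated DMSO wells for no effect and DMSO wells without LPI for full effect; some results filed as inactive read as strong as hits; confirmed hits need IC50 under 10 µM and bright autofluorescent wells are also inconclusive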
* hit, by the source's call; ? = inconclusive; · = not tested or not shown; [ ] = another dose, or the depositor's remark.

SMILES	NS5 inhibitors	PhoP inhibition	RSV antiviral HEp-2	K1F lysis inhibition	GPR35 arrestin U2OS	Large T inhibition	HIV peptide binding	MgcRacGAP inhibition	GPR55 LPI antagonism
Cc1ccc(CC(NC(=O)c2ccccc2)C(=O)NC(C)C(=O)O)cc1 (centres undefined)	-3%	10%	-0.2%	4.9%	10%	2%	-1.2%	8%	7%
CCn1c(CNC(=O)c2ccccc2Cl)cc2ccccc21	-3%	-6%	5.3%	0.4%	-8%	6%	1.7%	9%	8%
CCN(CC)c1ccc(/C=N/Nc2nc3ccccc3[nH]2)c(O)c1	6%	134µM*	-2.9%	1.5%	0%	26%	-5.9%	19%	-10%
CCOC(=O)CC12CN3CN(C1)CC(CC(=O)OCC)(C3)C2=O	-2%	3%	1.2%	0.1%	4%	25%	1.2%	-5%	7%
CCOc1ccc(C(=O)NNC(=O)CCNC(=O)c2ccc(Br)cc2)cc1OC	-4%	·	0.6%	-0.3%	·	·	·	3%	·
CN(Cc1cn(Cc2ccccc2)nc1-c1ccc2c(c1)OCO2)Cc1nccn1C	-9%	3%	-0.1%	0.2%	-3%	5%	1.8%	5%	-1%
CCCCNC(=O)c1ccccc1NC(=O)c1ccccc1N(C)S(C)(=O)=O	-2%	6%	2.5%	0.4%	3%	9%	0.7%	12%	-10%
Cc1cc(C)n(-c2nc(NCC3CCCO3)c3c4c(sc3n2)COC(C)(C)C4)n1 (centres undefined)	·	-7%	3.9%	·	4%	11%	0.4%	·	5%
C/C(=N\NC(=O)c1ccc(Cl)cc1)c1cccc(NC(=O)c2cccnc2)c1	-6%	-5%	0.9%	1.6%[50 µM]	-14%	17%	-1.6%	6%	4%
NC(=O)c1cccc(NC(=O)Nc2ccc(Cl)cc2)c1	-8%	-6%	0.2%	-2.8%	3%	6%	0.5%	-3%	1%
Cc1cc(NC(=O)C(C)Oc2ccc(Cl)cc2Cl)no1 (centres undefined)	-10%	-1%	6.4%	0.0%	9%	11%	2.5%	2%	7%
COCc1cc(=O)oc2cc(NC(=O)c3ccc(C(C)(C)C)cc3)ccc12	0%	-5%	4.6%	0.1%	-6%	2%	1.0%	8%	4%
CC(=O)c1ccc(NC(=O)CN2CCOCC2)cc1	-1%	-1%	-1.2%	0.3%	10%	30%	-1.2%	6%	-2%
O=C(Nn1cnnc1)c1cc(-c2cccc(Br)c2)nc2ccccc12	-5%	-11%	0.4%	-0.4%	-4%	13%	1.3%	1%	4%
CCC1CCC2(CC1)NNC(=S)NN2	-4%	11%	-1.0%	0.2%	16%	5%	-0.8%	8%	8%
Cc1ccc(NC(=O)c2cc(N3C(=O)C=CC3=O)ccc2Cl)cc1C	3%	13%	1.1%	-9.2%	-4%	12%	42%	7%	4%
CCOc1ccc(N(C(=O)c2ccc(S(=O)(=O)N3CCCC3)cc2)C2C=CS(=O)(=O)C2)cc1 (centres undefined)	-1%	9%	1.7%	-0.1%	5%	0%	1.4%	9%	13%
O=C(CSc1nnc(NC(=O)C2CC(=O)N(c3ccc(F)cc3)C2)s1)NCC1CCCO1 (centres undefined)	-5%	-6%	0.7%	-1.0%[50 µM]	-12%	6%	3.7%	6%	3%
CCOC(=O)c1c(C)[nH]c(C(=O)OCC(=O)N2CCCC2=O)c1C	0%	0%	-1.9%	0.4%[50 µM]	·	5%	·	1%	·
C(=N\Nc1ccccn1)/c1ccc2c(c1)OCCO2	1%	-4%	-2.3%	-0.5%	8%	18%	-1.3%	4%	-6%
Cc1cccc(NC(=O)CSc2nnc(NC(=O)c3ccco3)s2)c1	0%	-6%	2.1%	?	13%	28%	1.9%	-8%	6%
COc1ccc(OC)c(NC(=O)Cn2c(CCC(=O)O)ccc2-c2ccccc2)c1	-6%	-5%	1.2%	4.9%	12%	7%	4.5%	0%	6%
CCCCCCCCn1c(=O)c(C(=O)OCC)c(O)c2ccccc21	77µM*	20%	0.4%	-0.4%[50 µM]	-11%	-3%	17%	4%	-6%
C=CCC1C=C(C)CC(CC=C)N1 (centres undefined)	·	3%	-0.7%	0.3%	-4%	10%	-0.1%	3%	-6%

Complete entries, quoted from the list. Order of screens: NS5 inhibitors, PhoP inhibition, RSV antiviral HEp-2, K1F lysis inhibition, GPR35 arrestin U2OS, Large T inhibition, HIV peptide binding, MgcRacGAP inhibition, GPR55 LPI antagonism
Cc1cc(C)n(-c2nc(NCC3CCCO3)c3c4c(sc3n2)COC(C)(C)C4)n1 (centres undefined) is entered as ·, -7%, 3.9%, ·, 4%, 11%, 0.4%, ·, 5%
O=C(CSc1nnc(NC(=O)C2CC(=O)N(c3ccc(F)cc3)C2)s1)NCC1CCCO1 (centres undefined) is entered as -5%, -6%, 0.7%, -1.0%[50 µM], -12%, 6%, 3.7%, 6%, 3%

(more compounds)
SMILES	NS5 inhibitors	PhoP inhibition	RSV antiviral HEp-2	K1F lysis inhibition	GPR35 arrestin U2OS	Large T inhibition	HIV peptide binding	MgcRacGAP inhibition	GPR55 LPI antagonism
COc1cccc(CN(C)CC(=O)Nc2ccccc2C(=O)Nc2ccccc2)c1	-2%	-9%	1.4%	-0.2%	-1%	7%	-0.6%	0%	8%
Cc1nn(C(C)C(=O)Nc2ccc(Cl)cn2)c(C)c1[N+](=O)[O-] (centres undefined)	1%	-21%	-0.6%	0.0%	21%	2%	-2.9%	-1%	11%
CC(=O)c1ccc(NC(=O)C2CCCN(S(=O)(=O)c3cccc4nonc34)C2)cc1 (centres undefined)	-7%	5%	1.1%	-0.4%	-12%	2%	-0.3%	7%	-2%
Cc1nn2c3ccccc3n(CC(=O)c3cccs3)c2nc1=O	-7%	-4%	0.6%	-1.2%	-3%	12%	-1.9%	0%	18%
Cn1c(C(=O)NCCN2CCOCC2)cc2c(=O)n(C)c3ccccc3c21	-3%	-3%	-0.9%	-6.1%	-1%	11%	-1.7%	16%	1%
COc1cc(Cl)ccc1OCc1cc(C(=O)N[C@H]2CCCCNC2=O)no1	-10%	5%	2.7%	0.2%	13%	3%	-0.9%	7%	2%
CC(=O)c1c(C)[nH]c(C(=O)OCC(=O)N2CCc3ccccc32)c1C	-5%	13%	2.3%	1.7%	11%	-1%	-1.0%	5%	1%
C/C(=N\NC(=O)c1c(Cl)cnn1C)c1cccc(NC(=O)C(C)C)c1	1%	9%	2.6%	2.2%[50 µM]	-11%	12%	1.6%	-6%	13%
O=C(COC(=O)CCS(=O)(=O)c1ccccc1)Nc1cc(S(=O)(=O)N2CCCCC2)ccc1Cl	-1%	4%	-0.5%	0.0%[50 µM]	·	20%	·	6%	·
COc1cccc(C2CC(c3ccc(NS(C)(=O)=O)cc3)=NN2C(=O)c2ccccc2)c1OC (centres undefined)	-10%	5%	9.3%	0.2%	-10%	-3%	2.7%	6%	-1%
CCOC(=O)Nc1ccc(S(=O)(=O)N(C)C(C)C)cc1	-5%	2%	1.4%	0.2%	2%	-1%	2.4%	5%	-4%
CCOC(=O)C1(C)Oc2cccnc2NC1=O (centres undefined)	-8%	-13%	-0.8%	0.3%	12%	6%	0.1%	9%	4%

Compounds above that have a COOH group:
SMILES	NS5 inhibitors	PhoP inhibition	RSV antiviral HEp-2	K1F lysis inhibition	GPR35 arrestin U2OS	Large T inhibition	HIV peptide binding	MgcRacGAP inhibition	GPR55 LPI antagonism
Cc1ccc(CC(NC(=O)c2ccccc2)C(=O)NC(C)C(=O)O)cc1 (centres undefined)	-3%	10%	-0.2%	4.9%	10%	2%	-1.2%	8%	7%
COc1ccc(OC)c(NC(=O)Cn2c(CCC(=O)O)ccc2-c2ccccc2)c1	-6%	-5%	1.2%	4.9%	12%	7%	4.5%	0%	6%

Continuation.
SMILES	NS5 inhibitors	PhoP inhibition	RSV antiviral HEp-2	K1F lysis inhibition	GPR35 arrestin U2OS	Large T inhibition	HIV peptide binding	MgcRacGAP inhibition	GPR55 LPI antagonism
O=C(NCC1([N+](=O)[O-])CN(C(=O)c2ccccc2)CN(C(=O)c2ccccc2)C1)c1ccccc1	-5%	-5%	2.0%	0.3%	1%	14%	1.2%	0%	-1%
CN(NC(=O)c1ccc(Cl)cc1Cl)C1=NS(=O)(=O)c2ccccc21	1%	-2%	1.6%	5.1%	0%	5%	-0.7%	1%	-2%
CC1=NN(c2ccccc2)C(=O)/C1=C\c1cc(C)n(-c2cccnc2)c1C	-8%	-1%	0.3%	7.0%	3%	11%	-3.9%	1%	4%
CCCN1C=CC(=CC=C(C#N)C#N)C=C1	-100%	-9%	2.0%	-0.3%	59%*	15%	47%	3%	52%
Nc1nonc1-n1nnc(C(=O)N/N=C/c2ccco2)c1CSc1ccccc1	-11%	7%	0.3%	0.0%	-11%	8%	0.1%	-2%	-23%
O=C(CCCOc1ccccc1)Nc1cccnc1	-3%	2%	0.5%	0.5%	-9%	0%	3.4%	8%	0%
CC(=O)c1cccc(NC(=S)N2CCC(Cc3ccccc3)CC2)c1	-5%	5%	17%	-0.8%	-4%	10%	-0.8%	0%	-16%
CC(=O)NS(=O)(=O)c1ccc2c(c1)C(=O)c1cc(S(=O)(=O)NC(C)=O)ccc1-2	3%	-1%	-0.9%	-1.8%	-1%	-1%	0.7%	8%	-5%
COc1cc(NC(=O)CN2CCN(c3ccccc3F)CC2)cc(OC)c1	·	-7%	0.0%	0.1%	-9%	3%	-0.7%	16%	-4%
CCOC(=O)c1sc(NC(=O)c2ccc(S(=O)(=O)N(CC)CC)cc2)nc1C	8%	-4%	1.7%	1.0%	15%	0%	1.2%	3%	25%
C[C@@H]1C2CC(C/C2=N\NC(=O)c2ccncc2)C1(C)C (some centres undefined)	-3%	-2%	2.0%	0.0%	17%	-6%	-0.5%	6%	-4%
Cc1ccc2nc(-c3ccccc3)cc(C(=O)O)c2c1	-3%	-8%	0.9%	-0.1%	11%	6%	-0.9%	5%	-1%
Cn1c(SCC(=O)NNC(=O)c2ccc(Cl)cc2)nnc1-c1cccnc1	-10%	-6%	3.9%	-0.1%	0%	12%	0.1%	0%	7%
O=C1NC2(CCCC2)C(=O)N1CCS(=O)(=O)Oc1ccccc1	-9%	-8%	1.1%	0.3%	2%	5%	-0.4%	6%	1%
COc1ccc(-c2cc(C(F)(F)F)nc(N3CCN(C)CC3)n2)cc1	2%	-1%	5.8%	-0.1%	11%	2%	-0.3%	11%	18%
